Screening data (PubChem)
HCMV inh: human cytomegalovirus inhibition; AID 1259415; activity change, negative = inhibition, % at 57.5 µM; hit rate 4.5% among 410,000; HFF cells, HCMV-luciferase reporter, 72 h; hits give low values; in the data active = activity change below about -60%; inconclusive = no clear call, values can overlap the other calls; inactive = above about -39%
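HFF cells seeded 16 h at 37C, treated with compounds, infected with luciferase-reporter HCMV at MOI 1 PFU/cell; luciferase read at 72 h post infection, normalized to buffer-only and Salinomycin controls.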
LmPK inhibitor: LmPK (Leishmania mexicana) enzyme inhibition | Q27686 | purified LmPK, Kinase-Glo ATP luminescence, 1 h | Potency, µM (doses to about 57.5 µM), inactives show top-dose activity change, negative = inhibition, most hits filed as inhibitors | hit rate 0.37% among 290,000; also: potency is read from the fitted curve at half-maximal effect
Target sequence (Q27686 whole entry, looked up): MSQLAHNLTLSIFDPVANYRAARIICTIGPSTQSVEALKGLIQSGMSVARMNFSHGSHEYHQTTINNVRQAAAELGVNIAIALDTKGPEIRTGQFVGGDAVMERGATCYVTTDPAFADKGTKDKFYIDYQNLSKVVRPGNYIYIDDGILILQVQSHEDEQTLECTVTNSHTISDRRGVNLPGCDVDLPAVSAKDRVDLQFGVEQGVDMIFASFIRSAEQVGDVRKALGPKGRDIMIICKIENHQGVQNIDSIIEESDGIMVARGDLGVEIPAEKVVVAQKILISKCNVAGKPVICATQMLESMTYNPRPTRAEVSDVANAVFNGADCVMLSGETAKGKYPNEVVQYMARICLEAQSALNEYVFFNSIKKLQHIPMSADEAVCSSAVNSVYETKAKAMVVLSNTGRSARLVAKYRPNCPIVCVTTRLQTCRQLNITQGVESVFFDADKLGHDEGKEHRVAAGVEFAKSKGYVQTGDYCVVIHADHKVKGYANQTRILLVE
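Screened at intermediate enzyme activity to detect both inhibitors and activators: LmPK at 0.1 nM, with a 0.5 nM enzyme column as activation reference. PEP 0.5 mM, ADP 0.1 mM; ATP detected by luminescence after 1 h.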
Tb PYK inh: blocks Trypanosoma brucei pyruvate kinase; Potency, µM (titrated, usually from 76.8 µM), without a hit: at the top dose activity, negative = inhibition, actives largely listed as inhibitors; Q57TT1; hit rate 0.12% among 410,000; TbPYK enzyme, Kinase-Glo Plus ATP luminescence, 45 min; also: potency is read from the fitted curve at half-maximal effect; nearly all actives have a fitted effect of over 50% in size
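Enzyme and substrate buffer are dispensed first and compound is pin-transferred. ADP at 130 uM final then starts the reaction, which runs 45 min at room temperature. Detection reagent is added for 10 min before luminescence is imaged.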
AMA1-RON2 inh: inhibitors of Plasmodium falciparum AMA1-RON2 interaction. AlphaScreen AMA1-biotinylated RON2 peptide binding. Potency, µM (series often up to 58.2 µM), for inactives: at the top dose activity change, negative = inhibition, usual class: inhibitors. hit rate 0.2% among 360,000;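 also: potency is read from the fitted curve at half-maximal effect; 0% = vehicle wells and -100% = peptide control; nearly all actives have a fitted effect of over 45% in size; some results filed as inactive show a strong effect at the top dose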
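AMA1 (3D7) with his tag at 25 nM final met compounds first, then biotinylated RON2 peptide at 25 nM; detection used donor plus acceptor beads, 10 µg/mL apiece, read by AlphaScreen after 30 min at room temperature.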
AmpC no deterg: AmpC beta-lactamase inhibition without detergent; AID 485341; hit rate 0.52% among 330,000; Potency, µM (top dose mostly 57.1 µM), for the others: top-dose activity change, negative = inhibition, most hits filed as inhibitors; AmpC nitrocefin hydrolysis, absorbance 480 nm, 0.0001% Triton; P00811;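 also: potency is read from the fitted curve at half-maximal effect; plate controls were no compound for no effect and no enzyme for full effect; nearly all actives have a fitted effect of over 20% in size; some results filed as inactive show a strong effect at the top dose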
Target sequence (P00811 whole entry, looked up): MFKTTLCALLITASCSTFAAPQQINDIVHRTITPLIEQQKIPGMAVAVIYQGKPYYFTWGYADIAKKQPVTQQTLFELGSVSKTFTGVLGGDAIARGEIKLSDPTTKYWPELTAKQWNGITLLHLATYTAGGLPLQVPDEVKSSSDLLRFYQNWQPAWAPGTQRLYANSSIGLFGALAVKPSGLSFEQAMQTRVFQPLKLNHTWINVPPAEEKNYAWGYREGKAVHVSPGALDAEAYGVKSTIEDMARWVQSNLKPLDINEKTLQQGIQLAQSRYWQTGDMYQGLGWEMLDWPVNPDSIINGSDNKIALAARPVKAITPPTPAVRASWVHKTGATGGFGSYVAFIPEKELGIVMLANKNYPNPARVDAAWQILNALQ
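20 mM phosphate pH 7.0 + 0.01% (detergent screen) or 0.0001% Triton X-100; 5.3 nM AmpC reagent; cpd preinc 15 min RT; nitrocefin (800 uM stock) to start; A480 q20 s × 4 min; Activity was normalised to no-enzyme and no-compound control wells.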
Sm TGR inh: S. mansoni TGR enzyme inhibition; Q962Y6; purified TGR, DTNB reduction, TNB absorbance 405 nm; Potency, µM (titrated, usually from 114 µM), for inactives: at the top dose activity change, negative = inhibition, actives largely listed as inhibitors; hit rate 3% among 360,000; AID 485364; also: potency is read from the fitted curve at half-maximal effect; nearly all actives have a fitted effect of over 60% in size
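TGR 20 nM + NADPH 100 uM (dispensed conc.), cpd preinc 15 min RT; start with NADPH (500 uM addition) then DTNB (15 mM addition). Kinetic TNB absorbance, 405 nm filter. Four-parameter Hill fit across titration.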
AmpC inh detg: AmpC beta-lactamase inhibition with detergent present; AmpC hydrolysis of nitrocefin, absorbance 480 nm, 0.01% Triton; hit rate 0.041% among 370,000; Potency, µM (titrated, usually from 114 µM), for the others: at the highest dose activity change, negative = inhibition, actives largely listed as inhibitors;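 also: potency is read from the fitted curve at half-maximal effect; 0% = no-compound wells and -100% = no-enzyme wells; nearly all actives have a fitted effect of over 25% in size; some results filed as inactive show a strong effect at the top dose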
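AmpC (5.3 nM in the dispensed reagent) in 20 mM phosphate pH 7.0 with 0.01% (detergent screen) or 0.0001% Triton X-100 was preincubated with compounds for 15 min at room temperature. Nitrocefin was then added from an 800 uM solution, and hydrolysis was followed at 480 nm.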
* = called active by the depositor; ? = inconclusive; . = not tested or not shown; [ ] = remark or other dose. Unless noted, calls follow the shape of the dose curve; as a rule, active = well fitted curve in the direction sought with a large enough effect; inconclusive = small, poorly fitted or top-dose-only effect, or another doubt; inactive = no such curve, though single readings can be large; an effect the other way counts as inactive or inconclusive. Unless noted, % is scaled to controls: 0 for no effect and ±100 for the full control effect.

SMILES	HCMV inh	LmPK inhibitor	Tb PYK inh	AMA1-RON2 inh	AmpC no deterg	Sm TGR inh	AmpC inh detg
O=C(Nc1nc2ccccc2n1CCOc1ccc(Cl)cc1)c1ccco1	?	17%	7%	130%[activator]	-25%	3%	0%
Cn1ccnc1SCC(=O)Nc1ccc(Cl)cn1	26	3%	-8%	24%	-1%	7%	-6%
CC(=O)c1cccc(NC(=O)CN(c2ccccc2F)S(C)(=O)=O)c1	44	2%	-4%	-5%	-7%	0%	-1%
COc1ccc(OC)c(C2=NS(=O)(=O)N(C)C(C(=O)N3CCC4(CC3)OCCO4)=C2)c1	23	-5%	-22%	-1%	61%[activator]	0%	-7%
CCOC(=O)c1c(N)n(C2CC(C)(C)NC(C)(C)C2)c2nc3ccccc3nc12	.	-8%	3%	6%	91%[activator]	2%	?
Cc1ccc(C2CN(C)C3(C(=O)Nc4ccccc43)C23COc2ccccc2C3=O)cc1 (stereo not drawn)	27	8%	-3%	-18%	-31%	1%	0%
CC(C)C1C(=O)N(Cc2cn(Cc3ccco3)nn2)CCS(=O)(=O)N1Cc1ccc(-c2ccc(Cl)cc2)cc1 (stereo not drawn)	?	.	-3%	5%	.	.	.
O=C1NC2(CCCC2)N=C1c1ccc(F)cc1	-12	-2%	-1%	2%	-15%	7%	?
O=C1/C(=C/c2ccc([N+](=O)[O-])cc2)N2CCC1CC2	-37	2%	-6%	-3%	-13%	-12%	?
CCOc1ccc(-c2nnn(CC(=O)c3ccc4c(c3)OCCO4)n2)cc1	-29	3%	3%	-2%	-10%	-7%	?
O=c1[nH]c(Cc2cccc(C(F)(F)F)c2)nc2ccccc12	-1	7%	1%	17%	-28%	-3%	-15%
CCOCCCNC(=O)c1ccc(OC(C)=O)cc1	42	-6%	-1%	0%	-13%	3%	-16%
Clc1ccc(NCc2nncn2-c2ccccc2)cc1	-9	-4%	-3%	35%[activator]	-21%	-32%	?
O=C(CCc1nc2ccccc2s1)OCC(=O)c1ccc[nH]1	0	-8%	-1%	2%	-26%	-6%	6%
CCCC1C(c2ccccc2)C(C#N)(C#N)C2(C#N)CC1(N)NC2=O (stereo not drawn)	12	0%	3%	41%[activator]	-19%	?	-13%
Cc1cccc(C2=N/C(=C\c3cccs3)C(=O)O2)c1	3	2%	2%	16%	-28%	-1%	?
O=C(Nc1nnc(SCC(=O)N2CCCC2)s1)C1CC(=O)N(c2ccccc2)C1 (stereo not drawn)	84	-2%	0%	7%	-23%	0%	9%
COc1cc2c(cc1NC(C)=O)CCCC2	-25	2%	0%	-1%	1%	-9%	-4%
COc1cc(C(=O)Nc2nc(N)n(-c3ccccc3)n2)cc(OC)c1OC	20	-2%	-1%	10%	-16%	5%	-1%
O/N=C1\CCCc2ccc3ccccc3c21	79	0%	-5%	-6%	-46%	-22%	5%
O=C(Nc1cc(C(F)(F)F)ccc1N1CCOCC1)c1cnccn1	-6	-1%	6%	0%	-10%	-2%	1%
CCOC(=O)CSc1nc2ccc(C)cc2[nH]1	54	2%	-8%	2%	-16%	2%	?
Cc1ccc(Cn2c(=O)c3ccccc3n3c(CCC(=O)NCCN4CCOCC4)nnc23)cc1	.	-1%	0%	28%	16%	-20%	5%
O=C(N1CCCC1)C12CC3CC(CC(Cl)(C3)C1)C2	5	-3%	1%	5%	29%	5%	-1%
Cc1ccc(OCCOCCN(C)C)c(Cl)c1	-22	-5%	2%	-3%	-22%	1%	-2%

Reformatted with two lines to a compound: three of the compounds above.
Values run as follows: HCMV inh, LmPK inhibitor, Tb PYK inh, AMA1-RON2 inh, AmpC no deterg, Sm TGR inh, AmpC inh detg
> Cc1ccc(Cn2c(=O)c3ccccc3n3c(CCC(=O)NCCN4CCOCC4)nnc23)cc1
    ., -1%, 0%, 28%, 16%, -20%, 5%
> O=C(N1CCCC1)C12CC3CC(CC(Cl)(C3)C1)C2
    5, -3%, 1%, 5%, 29%, 5%, -1%
> Cc1ccc(OCCOCCN(C)C)c(Cl)c1
    -22, -5%, 2%, -3%, -22%, 1%, -2%

Further records.
SMILES	HCMV inh	LmPK inhibitor	Tb PYK inh	AMA1-RON2 inh	AmpC no deterg	Sm TGR inh	AmpC inh detg
CCOC(=O)c1ccc(CN(Cc2ccc(F)cc2)S(=O)(=O)c2ccc(F)c(C(=O)Nc3ccc(Cl)cc3F)c2)cc1	3	.	8%	.	.	4%	9%
O=C(Nc1ccc(Oc2ncnc3cc(Cl)ccc23)nc1)Nc1cccc(C(F)(F)F)c1	81	13%	-1%	-10%	-16%	12%	3%
CC1CN(C(=O)c2cc(S(=O)(=O)N3CCCCC3)ccc2Cl)CC(C)O1 (stereo not drawn)	2	.	1%	9%[11.6 µM]	8%	-3%	9%
CC1=CC2=C(OC1N(C)C)c1cccc3cccc(c13)C2=O (stereo not drawn)	.	-4%	13%	-20%	-20%	?	3%
Cc1nc2ccn(Cc3cccnc3)c(=O)c2cc1C(=O)N1CCN(c2ccccc2)CC1	-1	.	1%	.	.	2%	21%
CCOC(=O)c1sc2nc(Cc3ccc(Cl)cc3)[nH]c(=S)c2c1C	-20	-2%	5%	41%[activator]	-14%	0%	-7%
O=S1(=O)C[C@H](N2CCN(CC3CC3)CC2)[C@@H](COCc2ccccc2)N1	?	.	3%	22%	.	.	.
Cc1cc(SCC(=O)c2cccs2)nc2ccccc12	52	4%	-18%	-4%	-24%	-9%	0%
CCNC(=S)N1CCN(c2nc(-c3cccc(OC)c3)cs2)CC1	-40	-1%	-14%	4%	21%	9%	?
Nc1nnc(SCC(=O)c2ccccc2)s1	21	-1%	-11%	5%	-24%	-1%	-6%
NS(=O)(=O)c1ccc(CCNC(=O)c2cnccn2)cc1	60	0%	3%	3%	-19%	4%	-3%
Cc1cccc(OC(=O)CN2C(=O)C3C4CCC(C4)C3C2=O)c1C (stereo not drawn)	-34	3%	-27%	2%	29%	2%	4%
Cc1c(NC(=O)C(C)OC(=O)c2cc(-c3cccc4ccccc34)nc3ccccc23)c(=O)n(-c2ccccc2)n1C (stereo not drawn)	-33	0%	-3%	-4%	-12%	2%	-6%
CC(C)(C)c1ccc(OCc2nnc(SCC(N)=O)n2N)cc1	-16	0%	2%	-15%	16%	-2%	3%
CCOC(=O)CN(Cc1ccccc1)C(C(=O)NC1CCCCC1)c1ccc(C)cc1 (stereo not drawn)	-19	.	2%	.	.	2%	-9%
COc1ccc(C2(OC)Oc3cc(OC)ccc3C(=O)C2(O)OC)cc1 (stereo not drawn)	?	.	-2%	-12%	.	.	.
CC(C)(C)c1cc(OC(=O)Cc2ccccc2)ccc1O	-35	-4%	-3%	10%	-18%	-5%	?
O=C(CSc1nnc2scc(-c3ccccc3)n12)NCc1ccc2c(c1)OCO2	38	-3%	5%	-11%	-8%	-1%	0%
COC(=O)c1c(NC(=O)Cc2ccc(OC)c(S(=O)(=O)N3CCOCC3)c2)sc(C)c1C	-34	.	-13%	-3%	182%[activator]	1%	-14%
CCOc1cc(/C=C(\C#N)C(=O)Nc2ccccc2[N+](=O)[O-])ccc1OCc1cccc2ccccc12	.	5%	.	.	-20%	.	-1%
O=C1C2C3C=CC(C2C(=O)N1C1CCCCC1)C1C2C(=O)N(C4CCCCC4)C(=O)C2C31 (stereo not drawn)	60	4%	-2%	22%	-10%	-10%	-13%
Cc1cc(C(F)(F)F)nc(SCC(=O)c2cccc([N+](=O)[O-])c2)n1	-37	0%	-7%	-9%	-5%	1%	-4%
CCCC(OC(=O)CC1Sc2ccccc2NC1=O)C(=O)NCc1ccco1 (stereo not drawn)	-9	3%	-12%	25%	-23%	?	-8%
CN(c1ccccc1C(=O)Nc1ccc2ccccc2c1)S(C)(=O)=O	-1	.	-3%	-3%	.	.	.
C/C(=C\c1ccc(N)cc1)c1nc2ccccc2[nH]1	2	6%	2%	-2%	-33%	10%	-20%

In the list so far, 2 contain a tert-butyl group.
SMILES	HCMV inh	LmPK inhibitor	Tb PYK inh	AMA1-RON2 inh	AmpC no deterg	Sm TGR inh	AmpC inh detg
CC(C)(C)c1ccc(OCc2nnc(SCC(N)=O)n2N)cc1	-16	0%	2%	-15%	16%	-2%	3%
CC(C)(C)c1cc(OC(=O)Cc2ccccc2)ccc1O	-35	-4%	-3%	10%	-18%	-5%	?

(continued)
SMILES	HCMV inh	LmPK inhibitor	Tb PYK inh	AMA1-RON2 inh	AmpC no deterg	Sm TGR inh	AmpC inh detg
Cc1ccc(-c2cc(C(=O)N3CCC4(CC3)OCCO4)no2)cc1	?	0%	-3%	-15%	31%	-1%	4%
COc1cc(/C=C/C(=O)OCc2c(C)noc2C)ccc1OC(F)F	12	-1%	1%	52%[activator]	104%[activator]	-1%	-8%
COc1ccc(NC(=O)N2CCCCC2)cc1	80	-8%	-1%	-6%	-13%	0%	-4%
COc1ccccc1NC(=O)COc1ccccc1C(=O)c1cnn(-c2ccccc2)c1	22	-5%	-1%	-2%	-7%	-17%	-2%
CCOC(=O)CN1C(=O)c2ccccc2C1=O	27	-11%	-6%	-3%	-14%	4%	2%
O=C(O)CN(c1ccccn1)S(=O)(=O)c1ccccc1	26	-12%	7%	?	-7%	1%	-3%
O=C(OCc1cc(=O)n2nc(C3CCCCC3)sc2n1)c1ccc(F)cc1	14	.	0%	.	.	-1%	17%
CC(=O)c1ccc(NC(=O)CSc2nnc3ccc(-c4ccc(Br)cc4)nn23)cc1	-17	.	-5%	.	.	1%	1%
CCCCn1c(SCC(=O)Nc2cccc(OC)c2)nc2c(sc3ccccc32)c1=O	14	.	0%	.	.	12%	9%
O=C(c1ccc(Cl)cc1Cl)N1CCN(c2ccccn2)CC1	-30	1%	-3%	4%	16%	-7%	0%
CC(NCc1ccc2c(c1)OCO2)C(=O)NC1CCCc2ccccc21 (stereo not drawn)	21	-3%	6%	-2%	-13%	-13%	-1%
Cc1sc2ncnc(N3CCC(C(=O)NNC(=O)COc4ccccc4F)CC3)c2c1C	-10	.	-6%	72%[activator]	70%[activator]	-7%	-14%
C#Cc1ccc([C@H]2C=C(C(=O)NCc3nc4ccccc4[nH]3)O[C@@H](OCC)[C@@H]2CCCO)cc1	-24	.	-3%	30%	.	.	.
Cc1cccc(NC(=O)C2(c3cccs3)CCOCC2)c1	22	4%	4%	4%	1%	7%	4%
Cc1cc(-c2ccccc2)n2nc(C)c(C#N)c2n1	4	-4%	-6%	13%	4%	-2%	3%
Cc1ccc(NC(=O)Nc2ccc3c(c2)OCO3)cc1F	12	-4%	3%	9%	-21%	0%	5%
N#Cc1ccc(-c2cccnc2)nc1SCC(=O)Nc1sc2c(c1C#N)CCC2	-33	1%	-24%	-13%	-51%	-14%	-6%
COCCNC(=O)CCCn1c(SCC(=O)c2ccc(F)cc2)nc2c(sc3ccccc32)c1=O	45	.	4%	.	.	-1%	?
